Screening results as filed in PubChem.
POLB inh = qHTS Assay for Inhibitors of DNA Polymerase Beta. Potency, µM (titrated, usually from 114 µM), for inactives: top-dose activity change, negative = inhibition, hits mostly inhibitors. P06746. Pol beta primer extension/strand displacement, fluorescence kinetic. 340,000 tested, 1.3% active. AID 485314, 2010; also: potency is read from the fitted curve at half-maximal effect; % is scaled to controls: 0 for no effect and ±100 for the full control effect
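Kinetic readout of DNA synthesis with strand displacement by Pol beta. Compound and 10 nM enzyme sit 15 min at room temperature; 50 nM substrate starts the reaction, read immediately and at 10 min.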
Apoferritin bind = qHTS Assay for Identification of Novel General Anesthetics | Ferritin light chain (Equus caballus), P02791 | apoferritin/1-aminoanthracene competitive binding, fluorescence | Potency, µM (doses to about 77.5 µM), without a hit: top-dose activity change, negative = displacement, actives largely listed as inhibitors | 350,000 tested, 0.074% active | AID 485281, 2010; also: potency is read from the fitted curve at half-maximal effect; % is scaled to controls: 0 for no effect and ±100 for the full control effect; nearly all actives have a fitted effect of over 20% in size
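Steps: apoferritin (10 uM) was premixed with half-saturated 1-AMA in PBS, compounds were pin-transferred, plates stood 10 min at room temperature, fluorescence was read at 380/535 nm, and curves were fitted with a Hill equation.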
PGK inhibitor = qHTS Assay to Find Inhibitors of Phosphoglycerate Kinase; Phosphoglycerate kinase, glycosomal (Trypanosoma brucei brucei), P07378; PGK/GAPDH coupled, Kinase-Glo luminescence, 60 min; Potency, µM (titrated, usually from 57.5 µM), for inactives: at the highest dose activity change, negative = inhibition, usual class: inhibitors; 380,000 tested, 0.043% active; AID 602233, 2012; also: potency is read from the fitted curve at half-maximal effect; % is scaled to controls: 0 for no effect and ±100 for the full control effect; nearly all actives have a fitted effect of over 60% in size
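Recombinant glycosomal PGK reaction used 1,3-bisphosphoglycerate generated in-well by GAPDH (100nM final) in 100mM TEA pH 7.6, 5mM MgCl2, 0.01% Tween-20. After 60 minutes at room temperature, ATP was read by Kinase-Glo Plus luminescence end-point.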
POLI inh = qHTS for Inhibitors of Polymerase Iota | DNA polymerase iota (Homo sapiens), Q9UNA4 | Pol iota fluorescent replication assay, 10 min | Potency, µM (series often up to 115 µM), inactives show top-dose activity, negative = inhibition, most hits filed as inhibitors | 390,000 tested, 1% active | AID 588590, 2011; also: potency is read from the fitted curve at half-maximal effect
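Pol iota at 10 nM preincubated 15 min with compounds at room temperature; reaction started with fluorescent substrate, 50 nM final. Fluorescence read kinetically at 0 and 10 min; buffer-only wells as negative control.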
RXFP1 antag = qHTS Assay for Antagonists of the Relaxin Receptor RXFP1 | Relaxin receptor 1 (Homo sapiens), Q9HBX9 | 350,000 tested, 0.59% active | AID 1259400, 2018 | activity change, negative = inhibition, % at 57.5 µM | HEK293-RXFP1, relaxin-stimulated cAMP HTRF, 30 min; hits give low values;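 active = activity change of -60% or lower, but not beyond a set lower limit; inconclusive = change between -60% and -40%, or beyond the set limit; inactive = change above -40%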; also: % is scaled to controls: 0 for no effect and ±100 for the full control effect
Target sequence (Q9HBX9 whole entry, looked up): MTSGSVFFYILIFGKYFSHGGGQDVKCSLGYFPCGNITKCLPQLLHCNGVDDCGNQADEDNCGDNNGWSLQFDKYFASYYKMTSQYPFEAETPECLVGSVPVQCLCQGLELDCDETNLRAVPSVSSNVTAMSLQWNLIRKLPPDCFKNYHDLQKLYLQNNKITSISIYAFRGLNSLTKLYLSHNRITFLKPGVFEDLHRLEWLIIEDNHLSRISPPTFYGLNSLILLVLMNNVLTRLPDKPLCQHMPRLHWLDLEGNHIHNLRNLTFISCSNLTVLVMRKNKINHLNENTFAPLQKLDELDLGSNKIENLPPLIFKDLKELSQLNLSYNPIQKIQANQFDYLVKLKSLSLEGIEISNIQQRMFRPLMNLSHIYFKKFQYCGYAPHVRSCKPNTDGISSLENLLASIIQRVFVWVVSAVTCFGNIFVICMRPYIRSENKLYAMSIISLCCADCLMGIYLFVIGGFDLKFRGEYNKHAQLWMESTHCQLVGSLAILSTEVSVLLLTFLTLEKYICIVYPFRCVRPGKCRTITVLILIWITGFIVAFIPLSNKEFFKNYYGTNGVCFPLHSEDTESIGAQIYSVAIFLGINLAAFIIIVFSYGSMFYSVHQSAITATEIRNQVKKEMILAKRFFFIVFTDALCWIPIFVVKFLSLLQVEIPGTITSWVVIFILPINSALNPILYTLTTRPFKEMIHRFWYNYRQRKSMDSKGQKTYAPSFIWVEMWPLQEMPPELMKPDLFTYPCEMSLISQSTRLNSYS
POLH inh = qHTS for Inhibitors of Polymerase Eta. DNA polymerase eta (Homo sapiens), Q9Y253. recombinant Pol eta, fluorescent DNA replication assay. Potency, µM (top dose mostly 114 µM), for the others: top-dose activity change, negative = inhibition, most hits filed as inhibitors. 390,000 tested, 1.2% active; also: potency is read from the fitted curve at half-maximal effect; % is scaled to controls: 0 for no effect and ±100 for the full control effect
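Pol eta at 10 nM preincubated with compounds 15 min at room temperature; reaction started with fluorescent substrate (50 nM final) and read kinetically at 0 and 10 min.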
Pol kappa inh = qHTS for Inhibitors of Polymerase Kappa; DNA polymerase kappa (Homo sapiens), Q9UBT6; purified Pol kappa, fluorescent DNA synthesis assay, 10 min; Potency, µM (doses to about 107 µM), without a hit: top-dose activity, negative = inhibition, hits mostly inhibitors; 400,000 tested, 0.53% active; AID 588579, 2011; also: potency is read from the fitted curve at half-maximal effect; % is scaled to controls: 0 for no effect and ±100 for the full control effect
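Enzyme at 10 nM met test compounds for 15 min at room temperature. Substrate addition (50 nM final) began the reaction, which was monitored by fluorescence at 0 and 10 min.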
BLM helicase inh = qHTS Assay for Inhibitors of Bloom's syndrome helicase (BLM). recombinant BLM DNA unwinding, fluorescence dequenching. Potency, µM (series often up to 56.1 µM), for the others: at the top dose activity change, negative = inhibition, usual class: inhibitors. 350,000 tested, 0.2% active;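 also: potency is read from the fitted curve at half-maximal effect; plate controls were vehicle for no effect and no enzyme for full effect; nearly all actives have a fitted effect of over 35% in size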
APEX1 inh = qHTS Assay for Inhibitors of the Human Apurinic/apyrimidinic Endonuclease 1 (APE1); 350,000 tested, 0.35% active; recombinant APE1, TAMRA/BHQ-2 abasic DNA cleavage fluorescence; DNA repair nuclease/redox regulator APEX1 (Homo sapiens), P27695; Potency, µM (doses to about 65.8 µM), for inactives: at the highest dose activity change, negative = inhibition, most hits filed as inhibitors; AID 2517, 2012;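 also: potency is read from the fitted curve at half-maximal effect; plate controls were vehicle for no effect and reference inhibitor for full effect; nearly all actives have a fitted effect of over 55% in size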
Target sequence (P27695 whole entry, looked up): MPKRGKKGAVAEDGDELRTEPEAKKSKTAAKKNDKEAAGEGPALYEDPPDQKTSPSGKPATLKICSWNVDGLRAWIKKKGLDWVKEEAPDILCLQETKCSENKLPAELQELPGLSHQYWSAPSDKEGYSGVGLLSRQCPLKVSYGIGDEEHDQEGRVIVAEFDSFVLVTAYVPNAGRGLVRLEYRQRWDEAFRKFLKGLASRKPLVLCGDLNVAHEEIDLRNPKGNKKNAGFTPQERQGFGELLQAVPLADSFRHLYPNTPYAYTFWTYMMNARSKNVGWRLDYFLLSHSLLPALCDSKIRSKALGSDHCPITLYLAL
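Substrate: short duplex with […] THF abasic site, 5'-TAMRA and 3'-BHQ-2, 50 nM final. APE1 at 0.75 nM, preincubated 15 min RT with compound. Fluorescence increase from first to third read measured activity.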
Numbers without * were called inactive; i = inactive; ? = inconclusive; · = not tested or not shown; & = joins results of further samples; [ ] = remark or other dose. Unless noted, calls follow the shape of the dose curve; as a rule, active = well fitted curve in the direction sought with a large enough effect; inconclusive = small, poorly fitted or top-dose-only effect, or another doubt; inactive = no such curve, though single readings can be large; an effect the other way counts as inactive or inconclusive.

POLB inh,Apoferritin bind,PGK inhibitor,POLI inh,RXFP1 antag,POLH inh,Pol kappa inh,BLM helicase inh,APEX1 inh,Structure
·,·,-8%,10%,-6,-28%,-9%,·,34%,COCCN(C(=O)CC1CCCC1)c1c(N)n(CC(C)C)c(=O)[nH]c1=O
-23%,-9%,0%,12%,4,-2%,-12%,-1%,5%,COCCn1c(SCC(=O)N2CCCCC2)nc2c(c1=O)SCC2
-1%,-9%,2%,-5%,·,1%,-7%,0%,3%,NC(=O)CC(NC(=O)Cc1cccc2ccccc12)c1ccc(NC2CCCCC2)c([N+](=O)[O-])c1 (stereo not given)
7%,-9%,-4%,6%,5,-21%,3%,-10%,-9%,COc1ccc(S(=O)(=O)N2CCN(C(=O)Nc3ccccc3OC)CC2)cc1
?,1%,9%,15%,-13,1%,-1%,-8%,7%,O=C(NCCCn1ccnc1)C(=O)NCC1OCCN1S(=O)(=O)c1cc(F)ccc1F (stereo not given)
·,·,-11%,-13%,-6,-8%,-5%,·,-3%,Cc1ccc(S(=O)(=O)NCCC(=O)N2CCCCCC2)cc1
7%,-8%,6%,-8%,·,-16%,-7%,-13%,·,COc1ccc(NC(=O)c2ccc(NC(=O)CCS(=O)(=O)c3cccs3)cc2)cc1Cl
-2%,12%,-2%,0%,-8,-10%,-1%,3%,10%,O=C(NCc1cccs1)Nc1ccc(Cl)cc1
?,-7%,-18%,?,3,8.9µM*,?,-16%,?,Nn1c(SCC(=O)NC(=O)NCc2ccco2)nnc1-c1ccc(OC(F)F)cc1
39%,2%,1%,2%,-10,-17%,-7%,-6%,3%,N#Cc1nn(-c2ccccc2)nc1N1CCCCC1
0%,-5%,-5%,8%,·,-10%,2%,-2%,15%,CCOc1ccc(CCNC(=O)C2CCN(S(=O)(=O)N3CCC(C)CC3)CC2)cc1OCC
-2%,2%,-2%,-7%,-4,-8%,16%,1%,6%,O=C(NCCN1CCCCCC1)c1ccc(CS(=O)(=O)c2ccc(Br)cc2)o1
3%,4%,4%,19%,18,-20%,-9%,4%,6%,COc1cccc(CN2CCC(C(=O)N3CCN(c4ccccc4F)CC3)CC2)c1
3%,-4%,-1%,13%,-3,-10%,-8%,1%,-1%,COc1ccccc1OC1OC2COC(c3ccco3)OC2C(O)C1NC(C)=O (stereo not given)
38%,-6%,-4%,2%,5,-6%,14%,-2%,12%,Cc1ccc(S(=O)(=O)N2CCCC(C(=O)NCCCN3CCCCC3C)C2)cc1 (stereo not given)
?,-4%,-12%,0%,-1,-3%,-10%,-1%,-2%,CCc1c(C)sc(NC(=O)c2cnn3cccnc23)c1C#N
-23%,4%,-5%,9%,-23,-23%,-15%[60.1 µM],-4%,·,O=C(NC1CCCC1)c1ccc2c(c1)N(Cc1ccccc1F)C(=O)c1ccccc1S2
28%,-21%,6%,12%,-1,-23%,-2%,-1%,-3%,CC(C)CNC(=O)c1nc(-c2ccccc2)n(-c2ccccc2)n1
·,·,i,-13%,3,-23%,-2%,·,14%,CCNC(=O)NC(=O)COC(=O)c1cccc(S(=O)(=O)N2CC3(C)CC2CC(C)(C)C3)c1 (stereo not given)
-3%,4%,-3%,12%,13,-5%,-9%,-7%,-1%,Cc1ccc(C(=O)COc2ccc3ccc(=O)oc3c2)cc1
15%,-9%,-2%,18%,-7,-17%,-6%,-6%,·,Cc1ccc(Cn2c(=O)n(-c3cc(C)cc(C)c3)c(=O)c3oc4ccccc4c32)cc1
5%,-7%,-10%,46%[activator],10,-14%,-9%,0%,?,O=C(COC(=O)/C=C/c1ccc(F)cc1)NCc1ccco1
35%,-8%,-1%,29%,-7,-18%,-2%,5%,18%,Cn1ccnc1C(=O)c1cccc([N+](=O)[O-])c1
·,·,-2%,19%,-24,-4%,1%,·,3%,O=C(c1ccc(F)cc1)N1CCC(C(=O)N2CCN(S(=O)(=O)c3cccc(Cl)c3)CC2)CC1
-15%,-17%,0%,12%,3,-8%,5%,2%,-3%,CC(=O)Nc1ccc(S(=O)(=O)N2CCN(Cc3cccs3)CC2)cc1

Part of the list above in a different format:
compound: O=C(NC1CCCC1)c1ccc2c(c1)N(Cc1ccccc1F)C(=O)c1ccccc1S2
- POLB inh: -23%
- Apoferritin bind: 4%
- PGK inhibitor: -5%
- POLI inh: 9%
- RXFP1 antag: -23
- POLH inh: -23%
- Pol kappa inh: -15%[60.1 µM]
- BLM helicase inh: -4%
- APEX1 inh: ·
compound: CC(C)CNC(=O)c1nc(-c2ccccc2)n(-c2ccccc2)n1
- POLB inh: 28%
- Apoferritin bind: -21%
- PGK inhibitor: 6%
- POLI inh: 12%
- RXFP1 antag: -1
- POLH inh: -23%
- Pol kappa inh: -2%
- BLM helicase inh: -1%
- APEX1 inh: -3%
compound: CCNC(=O)NC(=O)COC(=O)c1cccc(S(=O)(=O)N2CC3(C)CC2CC(C)(C)C3)c1 (stereo not given)
- POLB inh: ·
- Apoferritin bind: ·
- PGK inhibitor: i
- POLI inh: -13%
- RXFP1 antag: 3
- POLH inh: -23%
- Pol kappa inh: -2%
- BLM helicase inh: ·
- APEX1 inh: 14%

Nothing new here: five of the compounds above.
POLB inh,Apoferritin bind,PGK inhibitor,POLI inh,RXFP1 antag,POLH inh,Pol kappa inh,BLM helicase inh,APEX1 inh,Structure
·,·,-8%,10%,-6,-28%,-9%,·,34%,COCCN(C(=O)CC1CCCC1)c1c(N)n(CC(C)C)c(=O)[nH]c1=O
-23%,-9%,0%,12%,4,-2%,-12%,-1%,5%,COCCn1c(SCC(=O)N2CCCCC2)nc2c(c1=O)SCC2
-1%,-9%,2%,-5%,·,1%,-7%,0%,3%,NC(=O)CC(NC(=O)Cc1cccc2ccccc12)c1ccc(NC2CCCCC2)c([N+](=O)[O-])c1 (stereo not given)
7%,-9%,-4%,6%,5,-21%,3%,-10%,-9%,COc1ccc(S(=O)(=O)N2CCN(C(=O)Nc3ccccc3OC)CC2)cc1
?,1%,9%,15%,-13,1%,-1%,-8%,7%,O=C(NCCCn1ccnc1)C(=O)NCC1OCCN1S(=O)(=O)c1cc(F)ccc1F (stereo not given)

Later entries
POLB inh,Apoferritin bind,PGK inhibitor,POLI inh,RXFP1 antag,POLH inh,Pol kappa inh,BLM helicase inh,APEX1 inh,Structure
38%,4%,1%,-7%,-11,-6%,0%,-16%,·,CSc1cccc(Nc2nc3c(S(=O)(=O)c4ccccc4)nnn3c3ccc(Cl)cc23)c1
·,86%[activator],6%,-12%,·,-7%,-21%,-7%[75.6 µM],-17%&-4%,COc1ccc(C2/C=C\CN(S(=O)(=O)c3ccc(C)cc3)CC(=O)N2Cc2cccc(F)c2)cc1 (stereo not given)
5%,-14%,2%,21%,4,-6%,-9%,-5%,-2%,O=C(CCc1nnc(CCCc2ccccc2)o1)NC(C1CC1)C1CC1
-10%,-10%,i,6%,11,-8%,2%,3%,71%[activator],Cc1ccc(S(=O)(=O)c2nc(S(C)(=O)=O)sc2N2CCN(C)CC2)cc1
6%,-6%,-8%,13%,4,-2%,8%,-2%,28%,O=C(CCl)Nc1c2c(nn1-c1ccccc1)CSC2
-21%,-9%,-6%,-13%,-17,-12%,1%,0%,-2%,CC(C)CCOc1ccccc1C(N)=O
50µM*,-11%,-16%,?,1,?,-5%,2%,-13%,CCc1ccc(NC(=O)CSc2nc(-c3ccc(C)cc3)nc3c2Cc2c(CO)cnc(C)c2O3)cc1
·,6%,·,·,·,·,-3%[60.1 µM],1%,-4%,CCNC(=O)CCC(N)C(=O)O (stereo not given)
·,-1%,·,·,·,·,-13%[60.1 µM],2%,-4%,CC1(C)C(O)C=C[C@@]2(C)C1CC(=O)O[C@@]1(C)C3=CC(=O)OC(c4ccoc4)[C@]3(C)CCC21 (stereo not given in full)
1%,?,i,17%,-5,3%,0%,4%,-6%,O=C(Cn1nc(-c2ccc(Cl)cc2)c2ccccc2c1=O)NCC1CCCO1 (stereo not given)
4%,-20%,-1%,-21%,-6,-9%,12%,-3%,·,Cc1ccc(CNC(=O)C(C)n2c(=O)cc(C(F)(F)F)c3c(C)nn(C)c32)cc1 (stereo not given)
-1%,5%,-5%,2%,-5,0%,-5%,-2%,-2%,COc1ccc2c(C(=O)CN3CC(C)OC(C)C3)c[nH]c2c1 (stereo not given)
?,6%,-14%,?,12,4%,-3%[60.1 µM],-4%,·,Cc1ccc(OCc2cc(=O)n3cc(C)sc3n2)c(NC(=O)c2ccco2)c1
-11%,-5%,i,18%,4,0%,-13%,-1%,-11%,COCC(=O)N1CCC(Oc2ccc(C(=O)NCc3cc(C)n(C)n3)cc2)CC1
·,·,-10%,11%,·,-17%,2%,·,1%,CC(C)CNC(=O)/C=C/C=C/CCCC/C=C/c1ccc2c(c1)OCO2
5%,-7%,5%,48%[activator],0,9%,-16%,-1%,·,COc1ccc2c(C)c(CCC(=O)NCc3ccc(Cl)cc3)c(=O)oc2c1C
6%,-19%,-6%,36%[activator],-7,-2%,5%,-3%,20%,CCN(CC)S(=O)(=O)c1ccc2c(c1)NC(=O)C1CCCN21 (stereo not given)
22%,-9%,-4%,27%,-3,-17%,-2%[60.1 µM],-1%,·,CCOC(=O)c1ccc(Nc2ncnc3c2cnn3-c2cccc(Cl)c2)cc1
0%&-4%,3%&46%,-12%,4%,-12,-22%,-6%,-12%&-11%,-3%,COc1cccc(N2CCN(C(=O)c3ccc4nc(N5CCC(C)CC5)sc4c3)CC2)c1

Some of the compounds tested; the hit share may differ from the screen's.
